MT1-MMP act inh = MT1-MMP (human) activation inhibition. P50281. HT1080 RFP-PRO-GFP cells, GFP/RFP ratio fluorescence, overnight; percent of plate control window, DMSO zero. GFP/RFP ratio change, % at 20 µM. hit rate 0.061% among 360,000;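 active = GFP/RFP ratio change of at least 30% with cell ATP level not reduced by more than half and red fluorescence within 50% of control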; also: strong numbers were not always called active
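Read-out: GFP/RFP fluorescence ratio; Test system: RFP-PRO-GFP reporter HT1080 cells; Compound dosing: single-point 20 µM compound, 1% DMSO; Times: overnight compound exposure at 37 °C.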
FAS TE block = FAS thioesterase (human) inhibition. P49327. recombinant FAS-TE, OMFH fluorogenic substrate, fluorescence endpoint. inhibition, % at 15 µM. hit rate 0.67% among 360,000. AID 602261;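 active = compounds whose normalised, plate-corrected inhibition of enzyme fluorescence in the single-dose primary screen is 50% or more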;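 also: 0% = DMSO with enzyme and 100% = substrate without enzyme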
eLon inh = inhibits E. coli Lon protease; AID 602123; hit rate 0.42% among 360,000; P0A9M0; inhibition, % at 7.94 µM; purified E. coli Lon protease, fluorescence polarization; in the data active = inhibition above about 13%, passing the limit was not always enough;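 also: 0% = enzyme with probe and DMSO and 100% = no enzyme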
Target sequence (P0A9M0 whole entry, looked up): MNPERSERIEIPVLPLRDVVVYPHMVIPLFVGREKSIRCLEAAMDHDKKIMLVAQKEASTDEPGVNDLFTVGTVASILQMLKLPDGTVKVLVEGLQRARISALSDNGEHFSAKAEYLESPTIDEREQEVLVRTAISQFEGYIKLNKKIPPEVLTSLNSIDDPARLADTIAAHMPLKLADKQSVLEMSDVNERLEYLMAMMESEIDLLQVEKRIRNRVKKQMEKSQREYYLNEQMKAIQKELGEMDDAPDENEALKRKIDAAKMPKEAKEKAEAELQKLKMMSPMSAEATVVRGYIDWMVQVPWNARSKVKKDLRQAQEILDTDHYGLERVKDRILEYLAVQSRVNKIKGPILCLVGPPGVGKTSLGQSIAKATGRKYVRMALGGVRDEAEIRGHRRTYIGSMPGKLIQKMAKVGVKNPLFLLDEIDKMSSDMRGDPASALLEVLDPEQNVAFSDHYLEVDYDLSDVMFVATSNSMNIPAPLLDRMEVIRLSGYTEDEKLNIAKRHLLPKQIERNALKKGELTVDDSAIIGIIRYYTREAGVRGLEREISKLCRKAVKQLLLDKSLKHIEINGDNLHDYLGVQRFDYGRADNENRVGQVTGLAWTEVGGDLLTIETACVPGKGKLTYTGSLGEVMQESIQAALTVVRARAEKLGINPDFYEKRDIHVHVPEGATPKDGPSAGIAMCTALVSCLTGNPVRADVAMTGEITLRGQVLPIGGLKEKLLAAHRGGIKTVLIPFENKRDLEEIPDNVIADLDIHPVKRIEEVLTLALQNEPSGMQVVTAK
CSN inh = blocks human CSN-mediated cullin deneddylation; Q92905; Purified CSN, SCF-Nedd8-OG deneddylation, fluorescence polarization; inhibition, % at 12.5 µM; hit rate 0.38% among 360,000; AID 651999;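 active = pattern-corrected inhibition above about 35%, with an unprinted fluorescence ratio check between 0.5 and 1.5, limit read from the data, passing the limit was not always enough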;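 also: 0% = enzyme with substrate and 100% = substrate without enzyme; some results filed as inactive read as strong as hits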
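Material: purified human Csn5 enzyme expressed in HEK293T cells / Medium: Tris buffer pH 7.5, NaCl, DTT, Tween-20, trehalose, ovalbumin / Compound dosing: 12.5 µM single point / Schedule: 90 min incubation of compound, enzyme and substrate at room temperature / Signal: fluorescence polarization of the substrate / Control set: no-enzyme wells high, enzyme-with-substrate wells low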
MsrA inh = inhibitors of bovine MsrA; purified bovine MsrA, absorbance read-out; inhibition, % at 15.5 µM; hit rate 0.75% among 360,000; AID 651718; in the data active = inhibition above about 4.5%;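 also: 0% = vehicle wells with enzyme and 100% = reference inhibitor wells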
Rin1-Abl PPI inh = blocks binding of human Rin1 to Abl; P00519+Q13671; TR-FRET Rin1/Abl binding, biochemical; inhibition, % at 7.35 µM; hit rate 0.4% among 360,000; AID 588664; in the data active = inhibition above about 5%, passing the limit was not always enough
PABP1 MLLE inh = blocks PAM2 peptide binding to the PABP1 MLLE domain | GST-MLLE / FITC-PAM2 fluorescence polarization | AID 588489 | P11940 | hit rate 0.36% among 360,000 | inhibition, % at 20 µM; in the data active = inhibition above about 35%, passing the limit was not always enough;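 also: plate controls were DMSO wells with GST-MLLE for no effect and wells lacking GST-MLLE protein for full effect; some results filed as inactive read as strong as hits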
MsrA act = bovine methionine sulfoxide reductase A activation; activation, % at 10.6 µM; hit rate 0.3% among 360,000; purified bovine MsrA, absorbance read-out; in the data active = activation above about 7.5%;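 also: 0% = vehicle and 100% = reference activator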
Rpn11 inh = blocks the human proteasome subunit Rpn11. hit rate 0.59% among 360,000. AID 588493. human 26S proteasome, Ub4-pepOG fluorescence polarization; 20S core pre-blocked with epoxomicin. calls only at 20 µM;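 active = inhibition at 20 µM, scaled to each plate's controls, above about 33%, limit read from the data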
Target sequence (O00487 whole entry, looked up): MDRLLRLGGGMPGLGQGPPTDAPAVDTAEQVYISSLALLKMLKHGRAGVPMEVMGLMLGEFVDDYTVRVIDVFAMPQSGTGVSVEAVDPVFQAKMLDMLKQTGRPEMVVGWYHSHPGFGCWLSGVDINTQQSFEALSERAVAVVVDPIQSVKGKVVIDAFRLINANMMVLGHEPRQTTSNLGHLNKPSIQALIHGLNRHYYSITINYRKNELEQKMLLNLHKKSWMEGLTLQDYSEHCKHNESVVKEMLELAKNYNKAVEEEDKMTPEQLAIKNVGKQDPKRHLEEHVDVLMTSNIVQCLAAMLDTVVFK
Numbers without * were called inactive; i = inactive; . = not tested or not shown. Rows are unselected; overall some 3.7% were active at least once.

SMILES	MT1-MMP act inh	FAS TE block	eLon inh	CSN inh	MsrA inh	Rin1-Abl PPI inh	PABP1 MLLE inh	MsrA act	Rpn11 inh
NNC(=S)Nc1cc(S(=O)(=O)N2CCOCC2)ccc1N1CCOCC1	5	0	-2	-10	-0.1	-1	-3	-7	i
COc1cc(NC(=O)CN2C(=O)NC(CC(C)C)C2=O)cc(OC)c1OC (configuration not stated)	-1	-6	-10	3	-0.6	4	4	-1	i
Cc1ccc(-c2nc(NC(=O)CSc3nnnn3-c3ccccc3)ns2)cc1	4	4	1	0	-1.0	-1	-8	-2	i
CCOC(=O)CNC(=O)c1ccccc1	4	-2	7	-5	-0.6	2	3	-7	i
COc1cc(/C=N/N=C(N)N)ccc1OCc1ccccc1Cl	-4	-5	0	2	0.7	-3	-13	6	i
CCc1ccc(NC(=O)CSc2nc3ccsc3c(=O)n2CCCCCC(=O)O)cc1	2	-2	5	2	-1.0	0	-1	-2	i
Cc1cc2oc(=O)cc(CN3CCN(c4ccccc4)CC3)c2cc1Cl	4	0	-15	-1	1.0	4	-48	2	i
CCN1C(=O)/C(=C/c2ccc(N3CCCC3)cc2)NC1=S	-72	-19	i	137	1.1	-6	i	-3	.
COc1ccc(CC(=O)Nc2cccc(Cl)c2C)cc1S(=O)(=O)N1CCOCC1	-2	-5	-2	-5	0.9	2	-3	-2	i
Cc1cccc(C(=O)NCC2CCCO2)c1 (configuration not stated)	3	-5	-15	-3	-0.8	2	-6	-1	i
CCOc1ccc(N=C2SCC(=O)N2CC)cc1	8	-2	-6	2	1.7	-1	8	-2	i
CC(=O)c1c(OC(=O)c2ccccc2Br)ccc2c(C)cc(=O)oc12	1	8	11	6	0.2	3	15	-6	i
COc1ccc2cc(C(=O)NCC3CCCO3)[nH]c2c1 (configuration not stated)	1	-3	12	2	-0.5	-1	7	2	i
Cc1ccc(OCCC(=O)OCC(=O)N2c3ccccc3CC2C)cc1 (configuration not stated)	3	18	-17	-3	-1.6	3	-6	-2	i
CC(C)CSc1nc(N)nc2c1ncn2C1OC(CO)C(O)C1O (configuration not stated)	1	-5	5	-6	0.1	1	-18	-2	i
CN1CCSc2ccc(C(=O)NCc3cccc(Br)c3)cc21	2	15	5	4	0.5	-5	-5	2	i
O=C(CNC(=O)c1ccccc1)N/N=C/C=C/c1ccccc1	0	-6	0	6	2.1	-4	2	-5	i
OCC1(CCc2ccccc2)CCN(Cc2ccccc2Cl)CC1	-3	-3	2	-5	-0.3	-1	-3	0	i
O=C(/C=C/c1ccco1)NC(=S)Nc1cccc([N+](=O)[O-])c1	2	14	11	16	2.0	2	27	-15	i
CCCN1CCC(=O)N([C@H](CSc2ccc(C)cc2)c2ccccc2)CC1	-5	-6	-5	1	-0.1	3	9	-9	i
CCOc1ccc2nc(NC(=O)c3cccnc3)sc2c1	0	-6	-1	-8	0.5	0	-7	-1	i
Nn1c(Cc2cccc3ccccc23)nnc1SCn1nnc2ccccc2c1=O	3	0	8	-7	0.5	-3	-118	1	i
COc1ccc(S(=O)(=O)N(C)CC(=O)NC2CC2)cc1	2	-9	-8	0	-0.2	0	-2	-1	i
Cc1ccc(-c2nc(CN(C)Cc3ccc4nccnc4c3)c(C)o2)s1	2	-3	-11	1	1.4	1	-6	-6	i
Cc1ccc(S(=O)(=O)Nc2ccc(C(=O)NCc3cccnc3)cc2)cc1	-1	-2	3	-1	0.6	-1	3	-6	i
Carrying on:
SMILES	MT1-MMP act inh	FAS TE block	eLon inh	CSN inh	MsrA inh	Rin1-Abl PPI inh	PABP1 MLLE inh	MsrA act	Rpn11 inh
COc1ccccc1OC(=O)Cc1cccc2ccccc12	-1	16	3	2	.	1	-6	0	i
COc1ccc(CNCc2cccc(Oc3ccccc3)c2)cc1	0	2	4	-1	-0.1	1	-1	-4	i
COc1cc(CNC2CCCCC2OC)cc(OC)c1OC (configuration not stated)	-3	-11	-4	-3	-0.3	1	-2	-2	i
N#CC1=C(SCC(=O)Nc2ccccc2)NC(=O)CC1c1ccc(O)cc1 (configuration not stated)	-2	-6	4	-1	-0.5	-3	-4	-7	i
Cc1ccc([N+](=O)[O-])cc1NC(=S)NC(=O)C(C)(C)C	-1	10	-10	-5	-0.8	0	17	-5	i
CC(Sc1n[nH]c(N)n1)C(=O)Nc1ccc(Cl)cn1 (configuration not stated)	-2	-13	1	1	-1.1	-2	3	-7	i
Cc1cc(S(=O)(=O)Nc2ccc(C(=O)NCC(c3ccccc3)N(C)C)cc2)ccc1F (configuration not stated)	1	-8	-3	4	-0.8	-5	-8	-6	i
COc1ccc(CNC(=O)c2cc(-c3ccncc3)nc3c(C)cc(C)cc23)cc1OC	-3	-6	-15	3	-0.7	2	-1	-3	i
Cc1ccc(-c2nn3cnnc3c3ccccc23)cc1	2	-2	0	3	0.3	-1	-7	-3	i
Cn1c(SCC(=O)c2ccccc2)nnc1-c1ccccn1	2	-4	-6	1	1.5	-6	-2	-2	i
Cc1noc(NS(=O)(=O)c2ccc(NC(=O)CC34CC5CC(CC(Br)(C5)C3)C4)cc2)c1C	-2	-3	3	1	0.4	-1	-3	-7	i
CC(C(=O)Nc1c2c(cc3c1CCC3)CCC2)N1CCCC1 (configuration not stated)	1	-13	11	-1	-1.2	-3	-7	-6	i
Cc1ccc(S(=O)(=O)NN=CC=CC=NNS(=O)(=O)c2ccc(C)cc2)cc1	4	-5	-17	5	0.0	0	10	-2	i
Cc1cccc(NC(=O)CN(C2=NC3CS(=O)(=O)CC3S2)c2ccccc2F)c1 (configuration not stated)	0	-4	4	1	-0.4	-1	10	-1	i
Cc1ccc(-c2nc3sc4c(N)ncnc4c3c3c2CCCC3)cc1	4	-3	-1	-4	-0.7	-12	-14	-2	i
Cc1ccnc(NC(=O)c2cccc(NS(=O)(=O)c3ccccc3C)c2)c1	-4	1	-9	7	-0.9	0	0	-3	i
CC1=C(C(=O)Nc2cccnc2)C(c2cccnc2)n2ncnc2N1 (configuration not stated)	3	-5	-3	-8	1.1	-2	3	-4	i
O=C(Cn1cc(/C=N/NC(=O)c2cccc3ccccc23)c2ccccc21)Nc1ccc(F)cc1	-15	34	-11	16	1.9	-2	-37	-2	.
COC(=O)C1=C(N)N(c2ccccc2F)C2=C(C(=O)CC(C)(C)C2)C1c1ccc(OC)c(OC)c1 (configuration not stated)	4	-5	2	-8	1.0	-4	1	-8	i
COc1cc(C=O)ccc1Oc1nnnn1-c1ccccc1	0	-2	-5	-2	0.3	1	0	-4	i
CC(=O)Nc1ccc(Nc2cc(C)nc3c(-c4ccc(Cl)cc4)cnn23)cc1	1	-15	4	1	2.0	-1	-4	-3	i
Cc1ccc(NC(=O)CCc2ccc(S(=O)(=O)N3CCOCC3)cc2)c(Cl)c1	-3	-1	-6	-2	-0.9	7	-10	-6	i
CC(=O)c1ccc(-c2nnc(CCC(=O)N3CCCC(C(=O)CC(C)C)C3)o2)s1 (configuration not stated)	1	-1	7	-4	0.2	-2	9	-3	i
Cc1cc[n+](-c2nc3ccccc3nc2[N-]S(=O)(=O)c2ccccc2)cc1	6	-10	2	0	0.0	4	15	-11	i
CCOC(=O)CNC(=S)N(CCCN1CCN(C)CC1)Cc1cccs1	5	-1	6	0	0.8	-1	-34	-12	i
New compounds follow.
SMILES	MT1-MMP act inh	FAS TE block	eLon inh	CSN inh	MsrA inh	Rin1-Abl PPI inh	PABP1 MLLE inh	MsrA act	Rpn11 inh
CC(C)(C)n1nnnc1C(c1cc2ccccc2o1)N1CCN(C(=O)OCc2ccccc2)CC1 (configuration not stated)	-7	30	1	-4	1.9	.	.	-4	.
Cc1cc(C)cc(OCC(=O)Nc2ccc(N3CCN(C(=O)c4ccco4)CC3)cc2)c1	-5	7	2	0	0.6	1	6	-1	i
COc1ccc(CN(C(=O)c2oc3cc(C)c(C)cc3c2C)C2CCS(=O)(=O)C2)cc1OC (configuration not stated)	-5	11	-10	5	-1.2	1	-13	-5	i
CCCn1c(Nc2nc3ccccc3n2C)nc2ccccc21	2	24	1	0	4.0	3	5	-2	i
N#Cc1cc2c(=O)n3ccccc3nc2n(-c2ccccc2Cl)c1=O	-10	0	-3	5	1.9	-2	-19	0	i
CCC1(C(=O)OC)NC(c2ccccc2OC)C2C(=O)N(C)C(=O)C21 (configuration not stated)	-4	-9	-2	3	0.0	0	-13	-3	i
CCCCCNc1nc(N2CCCC2)c2c(c1C#N)CCN(C)C2	-13	10	4	3	0.9	-5	27	-1	i
O=C(CCN1CCOCC1)NCC1COc2ccccc2O1 (configuration not stated)	5	3	-3	-4	0.4	1	16	0	i
O=C(NCCCN1CCOCC1)c1ccco1	-5	-5	-6	-1	0.7	1	1	-2	i
Cc1cccc2nc(CNc3ccc(F)cc3)cn12	-7	0	-11	-5	0.7	3	31	-8	i
CC(C)CC(C(=O)NC1CCCCC1)N(Cc1cccs1)C(=O)c1snc(C(N)=O)c1N (configuration not stated)	-4	7	5	0	-0.6	4	7	-11	i
CCc1cc(=O)oc2c(C)c(OS(C)(=O)=O)ccc12	-2	-3	-3	5	1.1	-2	13	-4	i
Nc1nc(-c2ccc3ccccc3c2)c(C2(O)C(=O)Nc3c(Br)cc(F)cc32)s1 (configuration not stated)	-3	-5	-3	1	-1.1	6	6	-2	i
Cc1ccc(-c2cc(C(=O)N3CCN(c4ccc(O)cc4)CC3)c3ccccc3n2)cc1	2	12	-9	-3	0.8	4	-6	-8	i
O=C(NCCc1ccccc1)c1coc(=O)c(Br)c1	-4	-2	1	-1	5.6*	-3	8	-16	i
CCCCC[C@@H]1C=C(C(=O)OCC)[C@H](c2ccccc2)N1S(=O)(=O)c1ccc(C)cc1	-14	22	12	-1	1.8	2	-10	-2	i
COC(=O)C(C)NC(=O)C1CCCN1S(=O)(=O)c1cc(C)c(Cl)cc1C (configuration not stated)	4	-4	-12	2	-0.2	-3	16	-1	i
COCCCNC(=S)NNC(=O)c1ccccc1Br	-6	-4	10	-2	1.2	3	15	0	i
CCCN(CCC)CCCNC(=S)Nc1ccc2nc(N3CCN(CC)CC3)cc(C)c2c1	-1	-6	7	0	-0.3	-2	-11	-7	i
C=CCn1c(CNC(=O)c2ccccc2F)nnc1SCC(=O)NC(C)c1ccccc1 (configuration not stated)	1	-3	-3	-5	0.1	1	18	-3	i
O=C(NS(=O)(=O)Nc1ccc(Cl)cc1)c1c[nH]c2ccccc12	5	-5	6	2	0.5	2	-8	-4	i
COc1cc(C(=O)Sc2ccc(Cl)cc2)cc(OC)c1OC	-18	24	-2	-1	0.2	1	14	-9	i
COc1cc(/C=C2/OC(=O)c3cc([N+](=O)[O-])ccc32)cc(OC)c1OC	10	-19	-6	5	-1.1	-5	-11	-4	i
COC(=O)COC(=O)c1ccccc1NC(=O)c1ccccc1	0	1	10	1	-0.1	7	12	-1	i

Exported with bars between the fields: 4 of the compounds above.
Structure | MT1-MMP act inh | FAS TE block | eLon inh | CSN inh | MsrA inh | Rin1-Abl PPI inh | PABP1 MLLE inh | MsrA act | Rpn11 inh
O=C(NCCc1ccccc1)c1coc(=O)c(Br)c1 | -4 | -2 | 1 | -1 | 5.6* | -3 | 8 | -16 | i
CCCCC[C@@H]1C=C(C(=O)OCC)[C@H](c2ccccc2)N1S(=O)(=O)c1ccc(C)cc1 | -14 | 22 | 12 | -1 | 1.8 | 2 | -10 | -2 | i
COC(=O)C(C)NC(=O)C1CCCN1S(=O)(=O)c1cc(C)c(Cl)cc1C (configuration not stated) | 4 | -4 | -12 | 2 | -0.2 | -3 | 16 | -1 | i
COCCCNC(=S)NNC(=O)c1ccccc1Br | -6 | -4 | 10 | -2 | 1.2 | 3 | 15 | 0 | i

Assay outcomes: PubChem BioAssay, several laboratories
